# BH1578 lux ind: quorum light induction in luxS cqsA deficient V. cholerae; actives 0.16% (n = 350,000); V. cholerae BH1578 lux reporter, luminescence, 6 h; activation, % at 18.7 µM; in the data active means activation mostly above about 9.7%, no sharp cut-off; further: not every result past the cut was called active; inactives centre near 0; reference of the scale not given here
# TcdB GH inh: inhibitors of Clostridioides difficile toxin B glycohydrolase | TcdB glycohydrolase enzymatic assay, plate reader | inhibition, % at 9.99 µM | actives 0.24% (n = 350,000); in the data active means inhibition above about 10%
# PfHsp40 yeast: restores yeast growth despite PfHsp40 toxicity; AID 504582; growth rescue, % at 12.5 µM; S. cerevisiae expressing PfHsp40, growth rescue, ATP luminescence; actives 0.68% (n = 340,000); in the data active means growth rescue above about 28%, passing the limit was not always enough;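 further: yeast W303a lacking pdr1 and pdr3 grown in galactose medium; growth measured after three days at 30 °C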
# Anthrax LF prot: inhibitors of Bacillus anthracis lethal factor protease | actives 0.12% (n = 360,000) | inhibition, % at 10 µM | P15917 | multiplex microsphere protease cleavage assay, LF; further: plate controls were buffer without enzyme for full effect and enzyme alone for no effect
# Target sequence (P15917 whole entry, looked up): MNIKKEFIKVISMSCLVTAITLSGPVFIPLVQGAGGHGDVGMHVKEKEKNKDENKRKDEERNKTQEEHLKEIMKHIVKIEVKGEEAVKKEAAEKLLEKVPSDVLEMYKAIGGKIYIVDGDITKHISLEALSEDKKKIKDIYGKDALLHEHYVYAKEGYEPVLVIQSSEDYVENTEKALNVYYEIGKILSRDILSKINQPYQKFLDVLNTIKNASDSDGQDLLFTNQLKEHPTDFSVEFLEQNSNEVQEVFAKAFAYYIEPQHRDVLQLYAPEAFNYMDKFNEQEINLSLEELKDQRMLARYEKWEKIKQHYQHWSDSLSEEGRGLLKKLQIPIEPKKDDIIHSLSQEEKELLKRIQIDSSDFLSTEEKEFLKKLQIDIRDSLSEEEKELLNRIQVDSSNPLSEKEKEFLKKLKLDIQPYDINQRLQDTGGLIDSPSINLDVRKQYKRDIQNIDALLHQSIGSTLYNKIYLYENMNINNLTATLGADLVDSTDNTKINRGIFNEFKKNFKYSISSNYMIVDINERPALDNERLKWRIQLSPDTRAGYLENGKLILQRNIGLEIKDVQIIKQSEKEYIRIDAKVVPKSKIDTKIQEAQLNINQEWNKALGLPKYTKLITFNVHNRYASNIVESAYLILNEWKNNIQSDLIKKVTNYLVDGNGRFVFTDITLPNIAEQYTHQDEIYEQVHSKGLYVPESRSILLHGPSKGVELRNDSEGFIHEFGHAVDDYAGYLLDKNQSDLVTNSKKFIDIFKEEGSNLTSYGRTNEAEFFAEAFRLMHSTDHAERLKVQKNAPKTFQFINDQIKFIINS
# Y pestis TopoI: Y. pestis Topo-I inhibition via cleavage products; Y. pestis Topo-I cleavage product accumulation, plate reader; activity, % at 10 µM; actives 0.064% (n = 360,000); AID 504884; in the data active means activity above about 50%, passing the limit was not always enough; further: inactives centre near 2
# BoNT A protease: BoNT A light chain protease inhibition | multiplex microsphere protease substrate cleavage, flow cytometry | inhibition, % at 10 µM | actives 0.17% (n = 360,000) | AID 588499; further: plate controls were buffer without enzyme for full effect and enzyme alone for no effect
# VHR inh abs: inhibitors of human VHR1 phosphatase (DUSP3) | P51452 | recombinant VHR phosphatase, pNPP absorbance | inhibition, % at 13.3 µM | actives 0.52% (n = 290,000); in the data active means inhibition above about 50%; further: some compounds called inactive have numbers as strong as hits
# Target sequence (P51452 whole entry, looked up): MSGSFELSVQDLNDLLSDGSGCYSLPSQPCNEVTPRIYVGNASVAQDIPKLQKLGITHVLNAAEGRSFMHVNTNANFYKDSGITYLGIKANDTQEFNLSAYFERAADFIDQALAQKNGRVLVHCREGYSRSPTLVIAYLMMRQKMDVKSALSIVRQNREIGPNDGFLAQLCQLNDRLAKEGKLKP
# CCHFV vOTU inh: CCHFV vOTU protease inhibition; Pep-AMC fluorescence; inhibition, % at 11.5 µM; actives 0.55% (n = 370,000); AID 651958; in the data active means inhibition above about 30%; further: 0% = vehicle wells with enzyme and 100% = no enzyme wells
# 3CLpro inhibitor: SARS-CoV 3CLpro protease inhibition; recombinant SARS-CoV 3CLpro, quenched FRET peptide cleavage; inhibition, % at 6 µM; actives 0.14% (n = 290,000); AID 1706; in the data active means inhibition above about 12%
# PriA SSB inh: inhibitors of Klebsiella pneumoniae PriA binding to SSB C-terminal tail. actives 0.6% (n = 430,000). AlphaScreen SSBct-PriA binding, biotinylated peptide. inhibition, % at 33 µM. AID 1272365; in the data active means inhibition mostly above about 37%, no sharp cut-off; inactive means mostly below about 20%;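 further: plate controls were negative control peptide for no effect and reference peptide for full effect; strong numbers were not always called active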
# Active calls of the source: *; i = inactive; . = not tested or not shown; & = joins results of further samples. Unless noted, no stated cut-off is given here; in the data, active means inhibition above about 30%; inconclusive means no clear call, values can overlap the other calls; inactive means below that.
SMILES,BH1578 lux ind,TcdB GH inh,PfHsp40 yeast,Anthrax LF prot,Y pestis TopoI,BoNT A protease,VHR inh abs,CCHFV vOTU inh,3CLpro inhibitor,PriA SSB inh
NC(=S)NNC(=O)[C@@H]1CCCC[C@@H]1C(=O)O,-0.3,.,-0.7,0,-3,-0.1,33,.,1,-6
CN(Cc1nc2ccc(F)cc2[nH]1)Cc1c(C(=O)N(C)C)nc2ccc(Cl)cn12,-0.2,1.1,-0.9,-1,2,0.9,-3,4,-2,-21
COc1cc(O)c(C(CCN2CCN(c3ccccc3)CC2)c2ccc(N(C)C)cc2)c(OC)c1 (stereo not given),-0.1,-2.3,1.0,-4,6,-1.3,11,1,.,59
O=C(CSc1nnnn1Cc1ccccc1)NCC(=O)c1ccccc1,i,.,0.1,1,3,-0.9,2,5,-12,6
CCOc1ccc(Cn2c(=O)oc3ccccc32)cc1,i,0.3,3.2,22,5,2.5,24,15,5,-28
O=C(C(Cl)c1ccccc1)N1CCCC1 (stereo not given),-0.2,0.4,-0.4,1,10,0.2,-7,5,-4,-3
NCCN=C1NS(=O)(=O)c2ccccc21,i,1.1,-1.2,-2,0,0.2,-14,0,-1,-6
NC(=O)CS(=O)(=O)c1nc2ccccc2n1CC(=O)N1CCCCC1,i,.,-0.5,-6,3,-0.3,7,-5,-5,-5
CCOCC(O)CNC(=O)c1ccc2nc(Cc3ccc(OC)c(OC)c3)oc2c1 (stereo not given),i,1.8,0.0,8,-6,3.9,18,1,-4,-11
O=c1cc2c(nn1Cc1c(Cl)cccc1Cl)-c1ccccc1CC2,i,.,0.6,5,4,10,-16,2,-1,-10
CC(C)CNS(=O)(=O)c1ccc(CCC(=O)NCCc2ccccc2)cc1,i,0.7,-1.4,-6,1,-0.3,22,-9,-4,-7
COC(=O)c1c(C(=O)OC)c2n(c1C)CCS2,-0.6,1.4,1.2,-8,3,-0.7,31,-5,0,1
O=C(Oc1ccc(-n2cnnn2)cc1)c1ccco1,-5.4,.,-0.4,-3,2,0.0,8,5,-4,-12
O=C(NCCC(=O)N1CCN(c2ncccn2)CC1)c1ccccc1Cl,-0.6,.,-0.5,-2,-5,0.2,12,4,-3,-4
N#Cc1cc(N2CCCCC2)c([N+](=O)[O-])cc1C#N,-0.7,0.7,-0.4,1,1,0.4,3,0,2,-7
COC(=O)c1ccccc1NC(=O)C1CCCN(S(C)(=O)=O)C1 (stereo not given),-0.4,1.1,0.2,2,-11,-0.3,0,23,-6,-13
OCCN1CCN(Cc2cc(Cl)c3cccnc3c2O)CC1,0.0,.,9.8,2,-2,-3.9,2,14,5,101&75
Nn1c(SCC(=O)N2CCCC2)nnc1-c1cccs1,i,2.1,.,-6,2,0.0,.,-6,.,.
Cc1cc(-n2nc(C)cc2C)nc(NS(=O)(=O)c2ccccc2)n1,-0.5,.,-1.7,2,3,-0.4,15,7,1,0
Cc1cc(C(F)(F)F)nn1CC(=O)NNC(=S)NCC(C)C,i,.,0.0,-2,7,-0.5,-18,6,0,-13
CC1=CC2=NC(=O)/C(=C\c3cccn3CCOc3cc(C)ccc3C)C(=N)N2O1,i,-0.5,8.8,-9,19,-3.9,4,-4,8,11
O=C(Cc1ccc(Br)cc1)N/N=C/c1ccc(-c2cccc(C(=O)O)c2)o1,-0.6,-1.8,-0.4,-5,-2,0.5,29,0,1,i
COC(=O)c1ccc2c(=O)n(CCO)c(=S)[nH]c2c1,i,.,0.0,2,-2,0.3,3,1,-10,-1
CC(=O)Nc1ccc(NC(=O)CSc2ccc(-c3cccs3)nn2)cc1,-0.3,1.0,0.9,-5,-6,-0.4,9,-2,4,-4

# Full records from above. Screens in order: BH1578 lux ind | TcdB GH inh | PfHsp40 yeast | Anthrax LF prot | Y pestis TopoI | BoNT A protease | VHR inh abs | CCHFV vOTU inh | 3CLpro inhibitor | PriA SSB inh
# Nn1c(SCC(=O)N2CCCC2)nnc1-c1cccs1 across the screens: i | 2.1 | . | -6 | 2 | 0.0 | . | -6 | . | .
# COC(=O)c1ccc2c(=O)n(CCO)c(=S)[nH]c2c1 across the screens: i | . | 0.0 | 2 | -2 | 0.3 | 3 | 1 | -10 | -1
# O=C(NCCC(=O)N1CCN(c2ncccn2)CC1)c1ccccc1Cl across the screens: -0.6 | . | -0.5 | -2 | -5 | 0.2 | 12 | 4 | -3 | -4

# Next part.
SMILES,BH1578 lux ind,TcdB GH inh,PfHsp40 yeast,Anthrax LF prot,Y pestis TopoI,BoNT A protease,VHR inh abs,CCHFV vOTU inh,3CLpro inhibitor,PriA SSB inh
O=[N+]([O-])c1ccc(CN2CC(N3CCCC3)CS2(=O)=O)cc1 (stereo not given),i,2.0,.,2,-3,0.0,.,4,.,.
CCCCNS(=O)(=O)c1ccc2c(c1)oc(=O)n2CC(=O)OCC,-0.2,1.3,0.9,-2,-1,-0.1,-10,8,-5,-2
CCc1ccccc1OCC(=O)Nc1ccc(C)c(S(=O)(=O)N2CCCCCC2)c1,-7.1,1.0,-0.2,4,32,-1.3,.,7,.,2
Cc1[nH]c2ccccc2c1Cc1nnc(SCCC#N)o1,i,.,0.9,-2,5,-0.2,27,-16,4,-4
COC(=O)C(Cc1ccc(O)cc1)NC(=O)C1CCN(S(=O)(=O)c2ccc(C)cc2)CC1 (stereo not given),-0.3,-0.1,-2.1,-1,3,1.6,7,5,-7,-12
COc1ccc(S(=O)(=O)NCCCCCC(=O)NCCCN2CCOCC2)cc1,-0.2,-0.1,-1.2,-2,-9,3.3,-8,.,2,-13
COc1ccc(OC)c(C(=O)COC(=O)c2[nH]c(C)c(C(C)=O)c2C)c1,i,-2.1,0.7,-4,14,-1.3,.,3,.,-13
COc1ccc(-c2noc(N3CCCC(C(=O)Nc4cc(F)ccc4F)C3)n2)cc1 (stereo not given),-0.3,-0.2,1.2,-6,-7,-0.8,29,3,-1,1
COC(=O)C1=C(c2ccc(OC)c(OC)c2)C[C@@H]2CC[C@H]1N2C(=O)NCc1ccco1,-0.7,0.3,1.4,-3,-4,-0.1,.,-2,.,-19
CS(=O)(=O)N(Cc1ccccc1)c1ccc(C(=O)NCc2cccnc2)cc1,-0.1,.,-2.1,-1,-7,-0.5,-21,-9,7,-8
O=C1CC(C(=O)Nc2ccccc2)C2(CCCCC2)O1 (stereo not given),0.6,.,-1.0,1,-2,0.1,0,2,-1,-6
O=C1/C(=C\c2ccsc2)NC(=S)N1c1ccccc1,i,0.6,0.9,2,1,0.1,24,5,3,6

# The last 4 entries of the section above come first, to join the parts:
SMILES,BH1578 lux ind,TcdB GH inh,PfHsp40 yeast,Anthrax LF prot,Y pestis TopoI,BoNT A protease,VHR inh abs,CCHFV vOTU inh,3CLpro inhibitor,PriA SSB inh
COC(=O)C1=C(c2ccc(OC)c(OC)c2)C[C@@H]2CC[C@H]1N2C(=O)NCc1ccco1,-0.7,0.3,1.4,-3,-4,-0.1,.,-2,.,-19
CS(=O)(=O)N(Cc1ccccc1)c1ccc(C(=O)NCc2cccnc2)cc1,-0.1,.,-2.1,-1,-7,-0.5,-21,-9,7,-8
O=C1CC(C(=O)Nc2ccccc2)C2(CCCCC2)O1 (stereo not given),0.6,.,-1.0,1,-2,0.1,0,2,-1,-6
O=C1/C(=C\c2ccsc2)NC(=S)N1c1ccccc1,i,0.6,0.9,2,1,0.1,24,5,3,6
COC(=O)C(CC(=O)c1ccc(Cl)cc1)c1ccc(C)cc1 (stereo not given),i,.,0.6,-2,49,-0.1,22,5,-1,-17
CSCCC(NC(=O)c1ccccc1Br)C(=O)N1CCCC(C(F)(F)F)C1 (stereo not given),0.2,0.0,0.0,1,-6,0.9,26,-4,2,0
Cc1cc2c(cc1S(=O)(=O)N1CCN(c3cccc(C)c3C)CC1)OCC(=O)N2,-0.4,0.4,1.3,-4,32,0.9,21,0,10,-6
COc1ccc(-n2c(C)cc(C(=O)CSc3ccc(NC(C)=O)cc3)c2C)cc1,i,.,-0.1,-3,33,-1.2,1,-7,-3,-7
CCC(=O)Nc1nnc(CSCc2ccccc2)s1,-0.6,.,0.8,-1,5,-0.5,16,6,6,-1
COc1ccc(C(CNC(=O)c2cccc(S(=O)(=O)N3CCCc4ccccc43)c2)N(C)C)cc1 (stereo not given),i,0.5,-1.6,-11,10,-0.6,.,1,.,8
C(#CCN1CCC(Cc2ccccc2)CC1)COCCOCc1ccccc1,-0.1,.,-1.0,0,29,0.5,-10,2,2,-27
Cc1cn([C@H](C(=O)NCCCCCCCCCCC(=O)N2CCNCC2)[C@@H](C)O)nn1,-2.2,-0.3,-0.8,-1,-8,-0.7,.,-4,.,-13
CSCc1nnc2n1-c1ccc(Cl)cc1C(c1ccccc1)=NC2,i,-0.5,-0.2,-7,0,-1.7,-13,-8,6,-6
Nc1nc(-c2cccs2)c(-c2cccs2)s1,-0.3,0.6,-1.1,9,-5,1.1,6,4,0,12
CN(C(=O)COC(=O)/C=C/c1ccc(C(F)(F)F)cc1)c1c(N)n(Cc2ccccc2)c(=O)[nH]c1=O,i,0.8,0.0,-4,11,0.7,.,12,.,2
COc1ccccc1NC(=O)Cc1c(F)cccc1Cl,i,.,0.5,-2,-3,-0.4,33,3,-2,-3
S=c1[nH]nc(-c2ccco2)n1/N=C/c1cccs1,-0.7,.,0.0,-2,-2,-0.2,13,-3,3,.
O=C(NC1CCCCC1)C(c1ccnc2ccccc12)N1CCOCC1 (stereo not given),.,0.7,.,7,.,-0.6,.,12,.,.
CC(C)(C)c1nnc(NC(=O)CN2C(=O)C3C4C=CC(C4)C3C2=O)s1 (stereo not given),3.8,.,-0.3,-2,3,0.1,-12,-3,0,-5
CCN(c1cccc(C(F)(F)F)c1)S(=O)(=O)c1ccc2c(c1)CCN2C(=O)C1CC1,i,.,1.4,-1,43,0.3,10,8,4,1
COc1cc(C(C)=O)ccc1OC(=O)N1CCOCC1,0.0,1.0,.,2,2,-0.3,.,-9,.,.
Cc1cccc(OCC(=O)NCC(=O)N/N=C/c2c(C)[nH]c3ccccc23)c1,i,2.9,-0.5,-5,5,-1.2,15,-2,0,.
CN(C)CCN1C(=O)c2oc3ccc(F)cc3c(=O)c2C1c1ccncc1 (stereo not given),-0.1,-1.7,-1.1,4,3,0.8,19,-1,2,2
Cc1ccc(OCC(O)CN2CCOCC2)cc1 (stereo not given),i,-0.7,-0.4,-4,16,0.1,26,10,3,-11
CC(C)c1ccc(NC(=S)NCc2ccc3c(c2)OCO3)cc1,1.8,0.3,6.8,3,-5,-0.8,12,19,4,-1
OC(c1cccc(CN2CCCCC2)c1)c1ncc(-c2cccc3ccccc23)[nH]1 (stereo not given),-1.3,-0.1,.,5,0,-0.5,.,-1,.,.
O=C(O)c1cc(O)ccc1NC(=O)C(c1ccccc1)c1ccccc1,-0.3,3.8,0.5,-12,-4,-1.7,8,-7,1,-3
COc1ccc(-c2nc(CN3CCC(C(=O)NC4CC4)CC3)c(C)o2)cc1OC,-0.3,1.3,-2.0,3,2,0.2,17,9,-5,5

# Arranged by molecular weight (largest number first): part of the list above
SMILES,BH1578 lux ind,TcdB GH inh,PfHsp40 yeast,Anthrax LF prot,Y pestis TopoI,BoNT A protease,VHR inh abs,CCHFV vOTU inh,3CLpro inhibitor,PriA SSB inh
CCN(c1cccc(C(F)(F)F)c1)S(=O)(=O)c1ccc2c(c1)CCN2C(=O)C1CC1,i,.,1.4,-1,43,0.3,10,8,4,1
CN(Cc1nc2ccc(F)cc2[nH]1)Cc1c(C(=O)N(C)C)nc2ccc(Cl)cn12,-0.2,1.1,-0.9,-1,2,0.9,-3,4,-2,-21
NC(=S)NNC(=O)[C@@H]1CCCC[C@@H]1C(=O)O,-0.3,.,-0.7,0,-3,-0.1,33,.,1,-6

# Screens (PubChem)

# An excerpt. The share of hits here may be higher or lower than overall.
